Lipid storage S3: qHTS Assay for Lipid Storage Modulators in Drosophila S3 Cells. Drosophila S3 cells, BODIPY lipid droplet fluorescence, 18-24 h; cells fed with added oleic acid. lipid storage change, negative = inhibition, % at the top dose, mostly 46.1 µM; hits show Potency in µM. hit rate 0.64% among 320,000; active = well fitted inhibition curve with a large enough effect in the signal ratio, with a control signal flat, not every such curve was filed as active; inconclusive = small, poorly fitted or top-dose-only effect, or effect the other way, or a change in a side signal; the % refers to the signal ratio
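Laser-scanning cytometry quantifies lipid droplet accumulation (500–530 nm total intensity; droplet/cell object ratio) in oleic acid-fed (400 uM added) Drosophila S3 cells treated with a concentration series. 20 uM Triacsin C defined 100% inhibition.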
Lipid storage S3 cell count max: second read-out of Lipid storage S3, no call of its own (marks repeat the call); cell number change, %; measured here: cell count max response;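 cells counted by Cell Tracker Red CMTPX staining in the red channel; peak over a dose series mostly up to 46.1 µM; percent activity relative to internal control wells on each plate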
Numbers without * were called inactive; i = inactive; ? = inconclusive; · = no result given. % is set by controls: 0 for no effect and ±100 for the full control effect; potency is the fitted concentration of half-maximal effect. This is a subset. The share of hits here may be higher or lower than overall.

Structure	Lipid storage S3	Lipid storage S3 cell count max
O=C(c1cc2ccccc2o1)N(Cc1nnc(-c2ccccc2Cl)o1)C1CC1	?	·
O=C1CS/C(=N\N=C\c2ccccc2Cl)N1CC1CC1	16%	-6
CCOC(=O)N1CCC(N(CCOC)C(=O)Nc2ccc(C)c(C)c2)CC1	?	·
COc1ccc(S(=O)(=O)N(CC(=O)N2CCOCC2)c2cc(Cl)ccc2OC)cc1OC	i	20
Cc1ccc(CN(C)CC(=O)Nc2cccc([N+](=O)[O-])c2)o1	?	·
CCc1ccc(NCc2ccc(OC)c(Cn3ccnc3)c2)cc1	?	·
O=C(CCC(=O)N1CCOc2ccc(Cl)cc21)NCCCN1CCN(c2ccccc2F)CC1	-4%	-10
CC(=O)c1ccc(OCc2cccc(C(F)(F)F)c2)cc1O	22%	3
N[C@@H](Cc1ccccc1)C(=O)N1CCC(C(=O)NCC(=O)Nc2ccc(F)cc2)CC1	i	-9
Nc1nc(-c2ccc3c(c2)CCCC3)cs1	?	·
CC(=O)Nc1ccc(NC(=O)c2ccc(CN3CCc4ccccc4C3)cc2)cc1	?	·
O=C(c1cc2ccccc2oc1=O)N(Cc1ccco1)CC1CCCO1 (stereo not given)	?	·
O=C(NNc1c2ccccc2nc2ccccc12)C12CC3CC(CC(C3)C1)C2	?	·
CCS(=O)(=O)c1ccc2c(c1)N(S(=O)(=O)c1cccs1)CC(C(=O)O)O2 (stereo not given)	?	·
Cc1cccc(OCCn2ccnc2)c1	i	-1
CCCCNC(=O)OCCSCCS(=O)(=O)c1ccc(Cl)cc1	?	·
COc1cccc(C(=O)Nc2ccc(-c3nc4ccccc4o3)c(O)c2)c1	?	·
COc1cc2nc(CCc3ccccc3)oc(=O)c2cc1OC	-10%	-5
C=CCNC(=O)COc1ccc(Br)cc1Cl	?	·
O=C(NCc1ccccc1Br)c1ccncc1	-12%	-12
COc1ccc(-n2cnc3ccccc32)cc1	?	·
CCNc1nc(Oc2ccc(Cl)cc2Cl)cc(C(F)(F)F)n1	?	·
COc1ccc(CNC(=O)CC(NC(N)=O)c2ccccc2Cl)cc1OC (stereo not given)	-6%	24
COC(=O)C(NC(=O)c1ccccc1Cl)(Nc1ncc(S(=O)(=O)c2ccc([N+](=O)[O-])cc2)s1)C(F)(F)F (stereo not given)	21µM*	9.7*
C=CCn1c(SCC(=O)Nc2ccc(F)cc2F)nc2c([nH]c3ccccc32)c1=O	0%	·

Given with two lines to a compound: entries from further up.
Value order – Lipid storage S3	Lipid storage S3 cell count max
- O=C1CS/C(=N\N=C\c2ccccc2Cl)N1CC1CC1
→ 16%	-6
- CCOC(=O)N1CCC(N(CCOC)C(=O)Nc2ccc(C)c(C)c2)CC1
→ ?	·
- COc1ccc(S(=O)(=O)N(CC(=O)N2CCOCC2)c2cc(Cl)ccc2OC)cc1OC
→ i	20
- Cc1ccc(CN(C)CC(=O)Nc2cccc([N+](=O)[O-])c2)o1
→ ?	·
- CCc1ccc(NCc2ccc(OC)c(Cn3ccnc3)c2)cc1
→ ?	·
- O=C(CCC(=O)N1CCOc2ccc(Cl)cc21)NCCCN1CCN(c2ccccc2F)CC1
→ -4%	-10

Reformatted field by field: two of the compounds above.
CC(=O)c1ccc(OCc2cccc(C(F)(F)F)c2)cc1O
  Lipid storage S3: 22%
  Lipid storage S3 cell count max: 3
N[C@@H](Cc1ccccc1)C(=O)N1CCC(C(=O)NCC(=O)Nc2ccc(F)cc2)CC1
  Lipid storage S3: i
  Lipid storage S3 cell count max: -9

Record cards, from the list above.
`COc1cc2nc(CCc3ccccc3)oc(=O)c2cc1OC` is entered as Lipid storage S3 = -10%; Lipid storage S3 cell count max = -5
`N[C@@H](Cc1ccccc1)C(=O)N1CCC(C(=O)NCC(=O)Nc2ccc(F)cc2)CC1` is entered as Lipid storage S3 = i; Lipid storage S3 cell count max = -9
`O=C(c1cc2ccccc2oc1=O)N(Cc1ccco1)CC1CCCO1` (stereo not given) is entered as Lipid storage S3 = ?; Lipid storage S3 cell count max = ·

(more compounds)
Structure	Lipid storage S3	Lipid storage S3 cell count max
O=S(=O)(Nc1ccccc1Cl)c1ccc2[nH]c(=S)oc2c1	?	·
COC(=O)c1ccccc1NC(=O)Cn1c(CCC(=O)O)ccc1-c1cccs1	?	·
CN(C)S(=O)(=O)c1cccc(NC(=S)N/N=C/c2cc(Br)ccc2O)c1	?	·
COc1ccc(CCNC(=O)c2ccc(Cl)cc2Cl)cc1	?	·
Cc1cccc(C(=O)Nc2cc(Cl)ccc2-n2cncn2)c1[N+](=O)[O-]	?	·
CS(=O)(=O)N(CC(=O)N1CCCCCC1)c1ccc(Cl)cc1	11%	-1
Cc1cc(NC(=O)c2ccc3c(c2)OCO3)ccc1NC(=O)c1ccco1	9%	8
COC(=O)CSc1nc2sc3c(c2c(=O)[nH]1)CCC3	5%	11
Cc1cc(=O)oc2cc(OCC(=O)c3ccccc3)ccc12	?	·
COc1ccc(OC)c(C(=O)COC(=O)C2CC3CCCC(C2)C3=O)c1 (stereo not given)	?	·
COc1cc(/C=N/NC(=O)c2cc(C)oc2C)ccc1O	?	·
COc1ccc(-n2nc3c(c2NC(=O)C2CC2)CS(=O)(=O)C3)cc1	26%	14
Nc1ccc(-c2nnc(-c3ccc(-c4ccccc4)cc3)o2)cc1	?	·
Cc1ccc(CSc2ccc(-c3ccc4c(c3)OCO4)nn2)cc1	6%	14
COc1ccc(NC(=O)COC(=O)CCc2ccccc2)c(OC)c1	?	·
Cc1ccc(Nc2cc(C)nc3ncnn23)cc1	?	·
O=C(CCN1c2ccccc2Sc2ccccc21)OCc1nnc(-c2ccccc2)o1	17%	1
O=C(NC(=S)NCC1COc2ccccc2O1)c1ccccc1 (stereo not given)	4%	5
COc1ccccc1OCc1cc(C(=O)NCc2ccc(N3CCCC3=O)cc2)no1	?	·
CCOC(=O)c1[nH]c(C)c(/C(O)=C2\C(=O)C(=O)N(CCN(C)C)C2c2cccc(OC)c2OC)c1C (stereo not given)	?	·
O=[N+]([O-])c1ccccc1N/N=C/c1ccc2c(c1)OCO2	i	·
N/C(=N\N=C\c1ccc([N+](=O)[O-])cc1)c1nonc1N	?	·
Cc1cc(C)nc(NC(=O)c2cc([N+](=O)[O-])cc([N+](=O)[O-])c2)n1	7%	-11
CCOCCc1nnc(NC(=O)CS(=O)(=O)c2ccc(C)cc2)s1	?	·
CCC(CC)c1nnc(NC(=O)c2c(C)nn(Cc3ccccc3Cl)c2C)s1	?	·

(list continues)
Structure	Lipid storage S3	Lipid storage S3 cell count max
Cc1cc(C)cc(CC2CC(=O)N(c3ccc4c(c3)OCCO4)C2=O)c1 (stereo not given)	?	·
O=C1/C(=C/c2ccncc2)CCc2ccccc21	-2%	14
C1=C[C@@H]2CCN(Cc3ccccc3)Cc3cccc(c32)C1	?	·
O=C(COC(=O)COc1ccccc1)Nc1ccc(S(=O)(=O)N2CCOCC2)cc1	?	·
O=S(=O)(c1ccccc1)c1nc(-c2ccccc2)oc1NCc1cccnc1	?	·
O=C(COc1coc(CN2CCc3ccccc3C2)cc1=O)Nc1cccc(Cl)c1	?	·
COc1ccc(NC(=O)Nc2nnc(N3CCCCC3C)s2)cc1OC (stereo not given)	?	·
CC1(C)Cc2c(c(N3CCOCC3)nc3sc4c(=O)[nH]cnc4c23)CS1	7%	-24
O=C(Nc1ccc2c(c1)OCO2)C1CCCCC1	?	·
CCC(=O)Nc1ccc(NC(=O)C23CC4CC(CC(C4)C2)C3)cn1	14%	17
O=c1o[nH]c(-c2ccccc2)c1C1=NCCCCC1	?	·
Cn1cc(P(=S)(N2CCOCC2)N2CCOCC2)cc1P(=O)(N1CCOCC1)N1CCOCC1	?	·
Cc1ccc(/C(N)=N/OC(=O)CCCc2ccccc2)cc1	i	-5
CCN(CC)CC(O)Cn1c2ccccc2c2ccccc21 (stereo not given)	-12%	-10
c1ccc(SCCc2ccncc2)cc1	-18%	1
O=C1CCCN1C(=O)COc1ccccc1[N+](=O)[O-]	?	·
O=C(CSc1nc2c(c(C(F)(F)F)n1)CCc1ccccc1-2)NCc1ccccc1	6%	-3
Cc1sc2nc(C(C)C)oc(=O)c2c1C	?	·
CCOC(=O)C1CCN(C/C=C/c2ccccc2OC)CC1	?	·
COc1ccc(Cc2nnc(SCC(=O)Nc3cc(Cl)ccc3C)[nH]c2=O)cc1	19%	-5
CC(=O)Nc1cc(-c2nn(C)c(=O)c3ccccc23)ccc1N1CCOCC1	?	·
O=C(CN1CCN(c2ccccn2)CC1)Nc1ccc(OC(F)(F)F)cc1	9%	-1
CCN1CCN(CC(=O)c2c[nH]c3ccc(C)cc23)CC1	-28%	·
O=C(Nc1cc(Cl)ccc1-n1cncn1)c1cncc(Br)c1	?	·
COC(=O)c1sccc1NC(=O)c1ccco1	?	·

(continued)
| SMILES | Lipid storage S3 | Lipid storage S3 cell count max |
| --- | --- | --- |
| O=C(Nc1nccs1)c1ccc(N2C(=O)[C@@H]3[C@H](C2=O)[C@H]2C=C[C@@H]3C2)cc1 | 8% | -3 |
| CC(Oc1ccc(Cl)cc1)C(=O)/C=C/N(C)C (stereo not given) | 10% | -16 |
| CC(C)(C)NC(=O)CCc1ncc(C(F)(F)F)cc1Cl | ? | · |
| O=C(O)c1cccc(S(=O)(=O)N(Cc2ccccc2)c2ccccc2)c1 | i | · |
| O=C(CSc1nnc(Nc2ccccc2F)s1)Nc1cccc(S(=O)(=O)N2CCCCC2)c1 | ? | · |
| CCOC(=O)C1CCN(C(=O)COc2ccc(N(C)S(=O)(=O)c3cccs3)cc2)CC1 | ? | · |
| CCN(CC)C(=O)C(Cc1ccccc1)N1C(=O)c2ccccc2C1=O (stereo not given) | ? | · |
| CSc1nc(C(=O)N2CCCC(Nc3ccc(C)c(C)c3)C2)cs1 (stereo not given) | ? | · |
| c1cc(-c2noc(CCC3CCCC3)n2)ccn1 | ? | · |
| Cc1nn(C)c(C)c1S(=O)(=O)N(CC(=O)Nc1ccc2c(c1)OCO2)c1ccc(C(C)C)cc1 | 10% | -12 |
| Fc1cccc(Nc2ncnc3[nH]ncc23)c1 | i | · |
| O=c1ccc(C(F)(F)F)cn1Cc1cc(=O)n2ccsc2n1 | 0% | 2 |
| Cc1cccc(-c2nc(=S)c3c(n2Cc2ccco2)CCCC3)c1 | ? | · |
| CC1(C)CN=C(N2CCN(c3ncnc4sc5c(c34)CCCC5)CC2)S1 | 1% | -6 |
| COc1ccc(OC)c(CCNC(=O)CCn2ccc3cc(S(=O)(=O)N4CCCC4)ccc32)c1 | ? | · |
| CCC(C#CCN1CCOCC1)(CC)OCCC#N | ? | · |
| O=C(c1ccccc1Br)N1CCc2c([nH]c3ccccc23)C1 | ? | · |
| CCOc1ccccc1NC(=O)COC(=O)c1ccc2ccccc2n1 | ? | · |
| CCc1c(C)n([O-])c2c([n+]1=O)CCC2 | ? | · |
| COc1ccc([C@H]2CC(=O)C=C(c3c(OC)cccc3OC)C2)cc1 | i | -1 |
| COc1ccc(Cl)cc1N1C(=O)C2CCCN2C1c1sccc1C (stereo not given) | 5% | -11 |
| O=C(CCNS(=O)(=O)c1ccccc1C(F)(F)F)N1CCN(c2ccccc2O)CC1 | i | -13 |
| O=C(O)CCN1CCc2ccccc2C1c1cccs1 (stereo not given) | ? | · |
| COC(=O)c1ccc2c(=O)n(-c3ccc(OC)cc3)c(=S)[nH]c2c1 | 18% | -4 |
| O=C(N1CCOCC1)N1CCN(c2ccccn2)CC1 | 3% | 7 |
| CC(C)CCNC(=O)c1onc(CSc2ccncc2)c1C(=O)NCCC(C)C | 14% | -10 |
| Clc1ccc(Cn2c(CN3CCCC3)nc3ccccc32)cc1 | ? | · |
| COc1ccc(C(=O)Nc2cccc(C(C)=O)c2)cc1S(=O)(=O)N1CCOCC1 | 3% | -14 |
| CCn1c(SCC(=O)Nc2ccc3c(c2)OCO3)nc2c(c1=O)SC(C)C2 (stereo not given) | ? | · |
| O=C(NCCC(=O)N(CCc1ccccc1)Cc1ccccc1)c1ccccc1Cl | ? | · |

Other records follow.
| SMILES | Lipid storage S3 | Lipid storage S3 cell count max |
| --- | --- | --- |
| CC(C)CN(CC(C)C)S(=O)(=O)N1CCC(C(=O)NCc2ccc3c(c2)OCO3)CC1 | -1% | 13 |
| O=C(Nc1ccc(Cl)cn1)c1ccc(Oc2ccccc2)cc1 | 25% | 10 |
| Cc1ccc(NC(=O)c2cc(S(=O)(=O)N3CCCC3)cn2C)cc1C | -2% | 15 |
| O=C(Nc1cccc(S(=O)(=O)NC2=NCCCCC2)c1)c1cc(-c2ccc(Cl)cc2)nc2ccccc12 | ? | · |
| COc1cccc(NC(=O)c2ccc3c(c2)OCCO3)c1 | i | 15 |
| Cc1ccc(S(=O)(=O)N2CCC(C(=O)N[C@@H](C)C(=O)NCc3ccccc3)CC2)cc1 | 14% | -21 |
| N/C(=N/OC(=O)c1ccccc1Cl)c1nonc1N | 0% | 14 |
| CN1C(=O)[C@H]2[C@@H](/C=C/c3ccccc3)N3C(=O)CN(CCO)C(=O)[C@@]3(C)[C@H]2C1=O | -17% | 3 |
| O=C(NCCCO)c1cc2c(cn1)[nH]c1ccccc12 | ? | · |
| Cc1noc(C)c1CSc1nc2ccccc2c(=O)n1-c1ccc(Cl)cc1 | ? | · |
| CC(=O)Nc1ccc(C(=O)N/N=C(\C)CC(=O)Nc2ccc(OCc3ccccc3)cc2)cc1 | ? | · |
| CN(CC1COc2ccccc2O1)C(=O)c1ccc(Cl)c(S(=O)(=O)N2CCCCCC2)c1 (stereo not given) | 2% | -4 |
| COc1ccc2oc(C(=O)OCC(=O)N3C(C)CCCC3C)c(C)c2c1 (stereo not given) | ? | · |
| O=C(CCN1CCOCC1)NC1CCCN(Cc2ccccc2F)C1 (stereo not given) | ? | · |

Screening results (PubChem)
